Compound activity: PubChem, National Center for Advancing Translational Sciences (NCATS)
Abeta yeast res: restores growth of yeast expressing A-beta42 peptide; yeast expressing A-beta42, growth rescue, OD600, 48 h; response scale: 0% DMSO, 100% iron-clioquinol control; Potency, µM (doses to about 46.1 µM), for the others: at the top dose growth rescue, hits mostly activators; 0.063% of 410,000 active; AID 1347071; further: potency means the concentration at half of the fitted maximal effect; nearly all actives have a fitted effect of over 55% in size
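Yeast A-beta toxicity model in growth medium with pinned compounds, 48 h at 30 C; growth read as absorbance at 600 nm. Normalized to FeCl3/clioquinol equimolar mix (positive) and DMSO (negative).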
DRD3 agonist: agonists of human D3 dopamine receptor; max activation, %; D3R DiscoveRx beta-arrestin cells, luminescence, 90 min; AID 652048; 0.58% of 410,000 active; in the data active means max activation above about 30%; further: 0% is about no effect; mostly tested at two doses, the higher about 12 µM
Target sequence (P35462 whole entry, looked up): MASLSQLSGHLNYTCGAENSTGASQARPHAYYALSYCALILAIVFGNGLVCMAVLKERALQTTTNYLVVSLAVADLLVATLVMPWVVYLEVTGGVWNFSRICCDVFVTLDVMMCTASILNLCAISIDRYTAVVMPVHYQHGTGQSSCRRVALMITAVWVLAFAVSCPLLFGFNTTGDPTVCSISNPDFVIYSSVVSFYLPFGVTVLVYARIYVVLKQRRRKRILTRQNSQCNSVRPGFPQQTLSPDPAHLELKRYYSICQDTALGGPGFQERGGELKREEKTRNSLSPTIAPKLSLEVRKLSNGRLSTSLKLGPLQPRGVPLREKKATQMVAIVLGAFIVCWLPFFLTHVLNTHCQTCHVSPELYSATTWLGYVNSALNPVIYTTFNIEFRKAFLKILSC
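Agonist-mode cell screen: cells plated at 1500/well and incubated overnight at 37 °C, then exposed to library compounds for 90 min at 37 °C. Detection reagent was added for 30–60 min at room temperature, and luminescence was read.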
FUS suppressor: FUS proteinopathy suppression in yeast; S. cerevisiae FUS-expressing, growth rescue, OD600, 24 h; Potency, µM (top dose mostly 76.6 µM), for inactives: at the highest dose growth rescue (activation), usual class: activators; 0.24% of 390,000 active; AID 1347120;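 further: potency means the concentration at half of the fitted maximal effect; plate controls were DMSO vehicle for no effect and reference control for full effect; nearly all actives have a fitted effect of over 55% in size; some results filed as inactive show a strong effect at the top dose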
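FUS-expressing yeast, raffinose-pregrown, induced in 2% galactose minimal medium at OD 0.005; compounds in a dilution series, 24hr at 30C. Growth restoration read as absorbance at 600 nm. CP55940 positive control, DMSO negative.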
TDP43 rescue: TDP-43 toxicity inhibition in yeast; TDP-43 expressing yeast growth rescue, BacTiter-Glo, 24 h; Potency, µM (highest dose often 46.1 µM), for inactives: top-dose growth rescue (activation), actives largely listed as activators; 1.8% of 410,000 active; further: potency means the concentration at half of the fitted maximal effect; % of control where 0% means no effect; nearly all actives have a fitted effect of over 50% in size
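Galactose-induced TDP-43 yeast, OD600=0.02, compound pinned; 24 hr, 30 deg C; BacTiter-Glo luminescence for growth. Inhibitors of TDP-43 toxicity read as activators.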
EPAC2 agonist: EPAC2 (human) agonism. Q8WZA2. EPAC2 activation, biochemical qHTS; response scale: 100% = 6.5 mM cAMP response. Potency, µM (series often up to 154 µM), inactives show at the highest dose activation, usual class: activators. 0.079% of 360,000 active. AID 720711; further: potency means the concentration at half of the fitted maximal effect; nearly all actives have a fitted effect of over 50% in size
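qHTS, titration series. 100 nM EPAC2 / 250 nM Rap1B-BODIPY-GDP / 50 uM GDP; RT; ex 480/em 540 nm, 5-min reads to 30 min. Norm. to 6.5 mM cAMP = activation.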
EPAC2 antag: antagonists of human EPAC2; Q8WZA2; EPAC2 GEF exchange of Rap1B-BODIPY-GDP, fluorescence; Potency, µM (doses to about 114 µM), for inactives: at the top dose activity, negative = inhibition, usual class: inhibitors; 0.18% of 360,000 active; AID 720708; further: potency means the concentration at half of the fitted maximal effect; on the % scale 0 is the no-effect control and ±100 the full control effect; nearly all actives have a fitted effect of over 45% in size; many of its hits are not listed in these tables
aSyn rescue: alpha-synuclein toxicity inhibition in yeast; Yeast expressing alpha-synuclein, growth rescue, BacTiter-Glo, 24 h; Potency, µM (highest dose often 46.1 µM), without a hit: at the highest dose growth rescue (activation), hits mostly activators; 0.14% of 370,000 active; further: potency means the concentration at half of the fitted maximal effect; % of control where 0% means no effect; nearly all actives have a fitted effect of over 65% in size
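Readout is rescue of growth in alpha-synuclein-expressing yeast, so inhibitors of toxicity appear as activators. Growth after 24 hr at 30 deg C in galactose medium is quantified by luminescence.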
DRD3 antagonist: antagonists of human D3 dopamine receptor; P35462; D3R cells, DiscoveRx beta-arrestin luminescence, antagonist mode; active compounds read low; max response, negative = inhibition, %; 2.5% of 360,000 active; in the data active means max response below about -50%; inconclusive means no clear call, values can overlap the other calls; further: on the % scale 0 is the no-effect control and ±100 the full control effect; mostly tested at two doses, the higher about 12 µM
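Cells plated overnight at 1500 cells/well, then exposed to library compounds with dopamine controls for 90 minutes at 37 degrees C. DiscoveRx reagent added for 30–60 minutes at room temperature; luminescence read, quantitative HTS format.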
* marks the source's active call; other numbers are inactive results; ? = inconclusive; · = no result given; [ ] = another dose, or the depositor's remark. Unless noted, the call rests on the fitted dose curve; in most records, active means well fitted curve in the direction sought with a large enough effect; inconclusive means small, poorly fitted or top-dose-only effect, or another doubt; inactive means no such curve, though single readings can be large; an effect the other way counts as inactive or inconclusive. Some of the compounds tested. The share of hits here may be higher or lower than overall.

The first 6 entries, to show the layout:
SMILES	Abeta yeast res	DRD3 agonist	FUS suppressor	TDP43 rescue	EPAC2 agonist	EPAC2 antag	aSyn rescue	DRD3 antagonist
CCC1CCc2sc(C(=O)O)cc2C1 (stereo not given)	5%	0	-28%	14µM*	-7%	-5%	18%	24
Cc1cccc(/C(N)=N/OC(=O)c2ccc3c(c2)OCO3)c1	-84%[inhibitor]	2	-24%	?	-4%	4%	-72%[inhibitor]	-10
COc1ccc(NC(=O)/C(C#N)=C\c2cc(C)n(-c3ccc(Oc4ccc([N+](=O)[O-])cn4)cc3)c2C)cc1	-14%	0	15%	2%	-4%	-3%	1%	16
CC(NS(=O)(=O)c1ccc(CCC(=O)NCc2ccco2)cc1)c1ccccc1 (stereo not given)	-1%	-3	·	24%	19%	3%	2%	2
COCCNC(=O)c1onc(CSc2ccccc2)c1C(=O)O	-13%	21	-24%	14%	5%	9%	-2%	14
COc1ccc(S(=O)(=O)NCCc2sc3nc(-c4ccc(C)cc4)nn3c2C)cc1C	-13%	-6	24%	?	·	·	·	·

The listing, from the start:
SMILES	Abeta yeast res	DRD3 agonist	FUS suppressor	TDP43 rescue	EPAC2 agonist	EPAC2 antag	aSyn rescue	DRD3 antagonist
CCC1CCc2sc(C(=O)O)cc2C1 (stereo not given)	5%	0	-28%	14µM*	-7%	-5%	18%	24
Cc1cccc(/C(N)=N/OC(=O)c2ccc3c(c2)OCO3)c1	-84%[inhibitor]	2	-24%	?	-4%	4%	-72%[inhibitor]	-10
COc1ccc(NC(=O)/C(C#N)=C\c2cc(C)n(-c3ccc(Oc4ccc([N+](=O)[O-])cn4)cc3)c2C)cc1	-14%	0	15%	2%	-4%	-3%	1%	16
CC(NS(=O)(=O)c1ccc(CCC(=O)NCc2ccco2)cc1)c1ccccc1 (stereo not given)	-1%	-3	·	24%	19%	3%	2%	2
COCCNC(=O)c1onc(CSc2ccccc2)c1C(=O)O	-13%	21	-24%	14%	5%	9%	-2%	14
COc1ccc(S(=O)(=O)NCCc2sc3nc(-c4ccc(C)cc4)nn3c2C)cc1C	-13%	-6	24%	?	·	·	·	·
Cc1cc(C)cc(C(=O)NC(=S)Nc2ccc3c(c2)OCCO3)c1	-2%	0	·	?	13%	1%	7%	-14
Cc1nonc1CC(=O)N1CCCC(C(=O)c2cccc(C(F)(F)F)c2)C1 (stereo not given)	-10%	-1	14%	-6%	-5%	-7%	9%	17
Cc1ccc(S(=O)(=O)N/N=C2/CC(c3ccccc3)Oc3ccccc32)cc1[N+](=O)[O-] (stereo not given)	-11%	-4	?	29%	13%	-8%	-9%	-83*
O=C(NC1CCCCC1)c1ccc2snnc2c1	-3%	4	5%	4%	2%	0%	-3%	-27
CN(CCC1CCOCC1)C(=O)C1CCC(=O)N(CCc2ccccc2)C1 (stereo not given)	-3%	12	·	-2%	0%	4%	-1%	7
CC(CCO)Nc1nc2c([nH]1)c(=O)n(C)c(=O)n2C (stereo not given)	8%	-6	-10%	-16%	5%	2%	-12%	-13
CC1CCCC(NS(=O)(=O)c2ccc3c(c2)OCCO3)C1C (stereo not given)	-52%[inhibitor]	4	21%	?	10%	-2%	?	-2
CCSc1ccccc1C(=O)Nc1nncs1	8%	2	6%	16%	7%	3%	-10%	-7
COC(=O)CN(c1ccc2c(c1)OCO2)S(C)(=O)=O	24%	2	·	7%	-2%	-4%	-1%	1
CCOC(=O)C(C)c1c(C)[nH]c(=S)[nH]c1=O (stereo not given)	-6%	0	10%	0%	-5%	2%	-6%	8
Cc1cc(=O)oc2cc(OCC(=O)NCCCN3CCOCC3)c(Cl)cc12	-8%	-11	14%	3%	-4%	-10%	0%	23
CCOCC(=O)Nc1nnc(COc2ccc(Cl)cc2)s1	12%	-3	5%	-92%[inhibitor]	-2%	-4%	-20%	1
CCN(CC)CCC(=O)N1c2ccccc2CCc2ccc(NC(=O)OC(C)C)cc21	5%	-4	7%	7%	3%	-1%	7%	-2
Cc1noc2ncnc(N3CCCC(C(=O)NC(C)C)C3)c12 (stereo not given)	-13%	3	-19%	14%	·	·	·	·
COc1cccc(CNC(=O)c2ccccc2-c2ccccc2C(=O)O)c1	6%	1	8%	1%	8%	-4%	1%	-5
CCOC(=O)c1c(C)oc2nc(C)nc(NCCCN3CCN(c4cccc(C)c4)C(C)C3)c12 (stereo not given)	-17%	2	-8%	-14%	·	·	·	·
C#Cc1ccc(C(=O)Nc2ccc(N3CCC(C)CC3)c(C(N)=O)c2)cc1	-1%	-1	-23%	19%	-2%	-14%	3%	-5
COC(=O)CN1C(=O)CSc2ccc(S(=O)(=O)Nc3cccc(Br)c3)cc21	-7%	6	30%	-6%	·	·	·	·
COc1ccc(CCNC(=O)c2cc3ccccn3n2)c(OC)c1OC	3%	-1	-11%	28%	3%	-8%	2%	18
CCCCC[C@@H](O)c1cc2ccccc2c(=O)o1	3%	-5	-15%	0%	7%	-22%	11%	3
Oc1ccc(N2CCN(Cc3cc4c(cc3Br)OCCO4)CC2)cc1	9%	-17	25%	-15%	9%	1%	2%	-86*
Cc1ccc(C(=O)N2CCC(C(=O)NC3CCCCCC3)CC2)cc1	6%	3	7%	11%	10%	2%	9%	-3
CCOc1ccccc1NC(=O)c1cc(S(=O)(=O)N2CCN(CC)CC2)ccc1Cl	5%	-5	10%	17%	-2%	3%	-12%	-13
CCN1C(=O)[C@@H]2[C@H](C1=O)[C@@H]1CC(C(=O)OC)=C[C@@H](C(=O)OC)C3C1=C(C(=O)C3(CC)CC)[C@@H]2C (stereo not given in full)	12%	25	6%	15%	0%	4%	11%	1
N/C(=N\OC(=O)Cc1ccc(Cl)cc1)c1cccnc1	-3%	5	9%	3%	-2%	3%	-1%	8
COc1ccc(C2C(C(=O)Nc3ccccc3)=C(C)Nc3nc(SCC(=O)c4ccc(C)cc4)nn32)cc1 (stereo not given)	-17%	-9	-14%	6%	·	·	·	·
CCCCN1CCCc2cc(CN(CCCN3CCOCC3)C(=O)Nc3ccc(CC)cc3)ccc21	-9%	-15	-22%	18%	·	·	·	·
COc1ccc2nc(NC(=O)c3ccco3)sc2c1	-50%[inhibitor]	-1	-22%	?	0%	-3%	-21%	-8
O=C(Nc1cc(Cl)ccc1Cl)c1cc(S(=O)(=O)N2CCc3ccccc3C2)ccc1F	-4%	-2	13%	12%	·	·	·	·
CCC(C)c1ccc(Nc2ncccc2C#N)cc1 (stereo not given)	14%	-4	7%	3%	?	-10%	1%	12
Cc1ccc(NC(=O)CSc2nc(=O)n(CCN(C)C)c3c2CCCC3)cc1Cl	-1%	-17	12%	-4%	11%	-6%	-5%	-10
COc1ccc(OC)c(C=Cc2ccc([N+](=O)[O-])cc2)c1	-7%	-8	-18%	12%	26%	8%	-1%	-18
Cc1nn(CCc2n[nH]c(=S)n2C)c(C)c1Br	-3%	-14	-5%	-10%	-5%	0%	-3%	-6
CCN1C[C@@H]2[C@@H]3C(=O)N(Cc4ccccc4)C(=O)[C@@H]3[C@](CC)(C1=O)N2C(=O)c1ccc(C(C)(C)C)cc1	-5%	4	9%	-1%	-9%	-4%	3%	1
O=c1c(-c2c(O)cc(O)c3c(=O)cc(-c4ccc(O)cc4)oc23)c(-c2ccc(O)cc2)oc2cc(O)cc(O)c12	-10%	-40	?	?	14%	5%	-15%	?
O=S(=O)(c1ccc(-c2ccccc2)cc1)N1CCCC1	-20%	-4	-4%	6%	17%	-18%	-4%	4
O=[N+]([O-])c1cccc(C2=NCCS2)c1	-4%	-7	-10%	8%	-7%	-3%	-2%	-15
O=C(CCC1COc2ccccc2O1)NCc1ccccc1 (stereo not given)	14%	-1	14%	0%	8%	-4%	2%	-6
O=C1Nc2cc(Cl)ccc2Oc2cc(Oc3ccccc3)ccc21	-10%	-12	2%	19%	·	·	·	·
CC(=O)NC1CCCC(NC(C)=O)C1 (stereo not given)	4%	2	3%	-8%	3%	4%	1%	10
CCN(CC)CCN(C(=O)C1=COCCO1)c1nc2cc3c(cc2s1)OCO3	11%	-11	3%	14%	3%	-1%	-1%	0
O=C(COc1ccccc1Cl)Nc1ccc2nc(SCC(=O)N3CCOCC3)sc2c1	-9%	18	-5%	3%	·	·	·	·
COC(=O)c1ccc2c(=O)n(-c3ccccc3)c(=S)[nH]c2c1	-2%	-2	-4%	5%	3%	-5%	-12%	-18
COc1cc(OC)c(C(=O)OCC(=O)Nc2ccc(S(=O)(=O)N3CCOCC3)cc2)cc1OC	1%	-7	16%	-5%	0%	14%	-2%	15
COc1ccc(CN(C)C(=O)c2ccc3c(=O)n4c(nc3c2)CCC4)c(OC)c1	7%	2	15%	14%	0%	-1%	-1%	18
N#CC1(c2ccccc2)CCCN1C(=O)c1ccccc1Cl (stereo not given)	18%	-1	-3%	20%	11%	-1%	5%	7
CCN(CCNC(=O)c1cc(C)nn1-c1ccccc1)c1ccccc1	-5%	4	-12%	7%	9%	-8%	6%	11
Cc1ccccc1CNC(=O)c1ccc(-c2nc(CS(=O)(=O)c3ccccc3)c(C)o2)cc1	1%	-14	15%	14%	·	·	·	·
Cc1ccc(C(=O)NCC(=O)OCC(=O)Nc2cccc(S(=O)(=O)N3CCCC3)c2)cc1C	-16%	4	13%	14%	3%	-6%	6%	40
Cc1cccc(N2C(=O)CC(N3CCN(c4cccc(C(F)(F)F)c4)CC3)C2=O)c1 (stereo not given)	17%	-22	11%	?	-2%	-19%	19%	-10
CCOc1ccc(Nc2nc(Cc3nnc(SCC(=O)c4ccc(C)cc4)o3)cs2)cc1	-5%	22	38%	-14%	16%	-4%	-2%	12
O=C(NCN1CCc2ccccc2C1)c1cnccn1	-5%	-18	10%	-22%	1%	-2%	-12%	?
Cc1ccccc1CNC(=O)c1ccc(CN2CC(=O)N3CCCCC3C2=O)cc1 (stereo not given)	-26%	16	27%	-20%	·	·	·	·
C[C@]12CCC[C@H](O1)[C@H]([C@@H](O)c1ccccc1)O2	-12%	-6	-4%	-7%	20%	13%	2%	0
N#Cc1ccc(Nc2ccccc2)c(N)c1	11%	-2	4%	?	13%	-2%	8%	25
CCc1ccc(NC(=O)CCCn2nc(C)c3c(C)n(-c4ccccc4)nc3c2=O)cc1	0%	7	8%	9%	·	·	·	·
